# Bioassay records: PubChem BioAssay, several laboratories
# M4 antag: CHRM4 antagonism in calcium assay | CHO-hM4 cells, ACh EC80, Fluo-8 calcium fluorescence | inhibition, % at 3 µM | AID 624125 | 0.73% of 360,000 active;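 active means inhibition above its plate's cutoff, the mean inhibition of sample wells plus 3 SD, cut at about 27% in these data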;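 further: 0% = acetylcholine EC80 with DMSO and 100% = DMSO without agonist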
# CHRM1 PAM: potentiates human M1 receptor response to acetylcholine | activation, % at 3 µM | 0.088% of 360,000 active | CHO-K1 hM1, Fluo-8 calcium fluorescence, ACh EC20; 0% = ACh EC20, 100% = maximal ACh; in the data active means activation above about 19%, passing the limit was not always enough
# Target sequence (P11229 whole entry, looked up): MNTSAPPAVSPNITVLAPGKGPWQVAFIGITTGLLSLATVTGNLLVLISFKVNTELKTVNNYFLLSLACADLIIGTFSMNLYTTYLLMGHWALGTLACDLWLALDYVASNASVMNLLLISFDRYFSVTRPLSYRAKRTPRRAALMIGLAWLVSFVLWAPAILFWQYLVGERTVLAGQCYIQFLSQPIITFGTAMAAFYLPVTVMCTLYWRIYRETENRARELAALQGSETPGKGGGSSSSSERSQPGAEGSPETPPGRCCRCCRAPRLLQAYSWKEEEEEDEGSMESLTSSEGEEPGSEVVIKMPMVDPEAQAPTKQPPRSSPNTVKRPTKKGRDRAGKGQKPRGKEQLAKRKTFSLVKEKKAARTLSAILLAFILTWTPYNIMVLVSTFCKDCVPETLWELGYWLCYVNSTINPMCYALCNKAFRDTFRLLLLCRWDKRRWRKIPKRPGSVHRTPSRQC
# CHRM5 PAM: potentiates acetylcholine response at human M5 receptor. activation, % at 3 µM. CHO-K1 hM5, Fluo-8 calcium, ACh EC20 PAM; 0% = ACh EC20, 100% = ACh EC100. AID 624038. P08912. 0.3% of 360,000 active;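 active means activation above the run cutoff, the mean activation of all test compounds plus 3 SD, cut at about 18% in these data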
# Target sequence (P08912 whole entry, looked up): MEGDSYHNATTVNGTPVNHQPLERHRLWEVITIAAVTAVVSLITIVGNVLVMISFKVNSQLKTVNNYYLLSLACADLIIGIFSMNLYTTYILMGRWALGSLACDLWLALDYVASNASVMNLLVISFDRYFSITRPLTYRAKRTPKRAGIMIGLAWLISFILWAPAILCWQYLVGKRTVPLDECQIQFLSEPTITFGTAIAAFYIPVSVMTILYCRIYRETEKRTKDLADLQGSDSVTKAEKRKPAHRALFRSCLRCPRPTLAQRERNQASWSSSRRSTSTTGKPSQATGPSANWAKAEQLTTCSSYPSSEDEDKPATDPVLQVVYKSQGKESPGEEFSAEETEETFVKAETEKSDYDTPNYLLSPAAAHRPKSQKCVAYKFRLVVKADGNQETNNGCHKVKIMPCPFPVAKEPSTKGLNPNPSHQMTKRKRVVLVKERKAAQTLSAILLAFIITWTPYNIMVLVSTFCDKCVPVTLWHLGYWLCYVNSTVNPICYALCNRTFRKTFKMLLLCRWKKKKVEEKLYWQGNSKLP
#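 System – CHO-K1 hM5 cells · Compound – 3 µM, single dose · Incubation – compound preincubation 140 s before EC20 acetylcholine addition · Technique – Fluo-8 calcium fluorescence · Measure – Max/basal fluorescence ratio as % of EC20–EC100 ACh window · Benchmarks – low control EC20 acetylcholine (0%), high control EC100 acetylcholine (100%) · Replication – singlicate, one well per test compound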
# CRFR2-BP ag: CRF-BP/CRF-R2 complex agonism; HEK293 CRF-R2/CRF-BP, calcium dye fluorescence (FLIPR); percent of saturating CRF peptide response; 0.46% of 350,000 active; activation, % at 13.2 µM;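 active means activation of at least 50%, plus an integration ratio under a set limit after plate pattern correction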;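 further: plate controls were neutral control wells without compound for no effect and CRF at EC100 for full effect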
# CHRM4 agonist: agonists of human muscarinic M4 receptor (CHRM4); CHO-K1 hM4/Gqi5, Fluo-8 calcium fluorescence; vehicle 0%, full acetylcholine response 100%; activation, % at 3 µM; 0.14% of 360,000 active; AID 624127;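 active means activation above the run mean over all test wells plus 3 SD, cut at about 32% in these data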;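 further: peak over basal fluorescence ratio per well then scaled between controls; 0% = DMSO wells and 100% = acetylcholine at EC100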
# M5 antag: blocks acetylcholine activation of human M5 receptor | P08912 | CHO-hM5 cells, Fluo-8 calcium fluorescence, ACh EC80 | inhibition, % at 3 µM | 0.59% of 360,000 active;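 active means inhibition above a per-plate cutoff, the mean of that plate's test compounds plus 3 SD, cut at about 27% in these data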;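 further: 0% = acetylcholine EC80 with DMSO and 100% = DMSO without agonist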
# CRFBP-R2 block: antagonists of CRF-binding protein/CRF-R2 receptor complex. HEK293 CRF-R2/CRF-BP, CRF-induced calcium fluorescence. inhibition, % at 11.8 µM. 0.59% of 350,000 active;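 active means inhibition of the ligand-induced calcium signal above about 50% at the single tested concentration, limit read from the data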
# CHRM5 agonist: CHRM5 agonism in calcium assay. CHO-K1 hM5 cells, Fluo-8 calcium fluorescence; 0% DMSO wells, 100% maximal acetylcholine response. 0.19% of 360,000 active. AID 624037. activation, % at 3 µM. P08912;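 active means activation above the run's mean over test compounds plus 3 SD, cut at about 23% in these data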;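 further: signal is peak over basal fluorescence ratio across the kinetic read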
# M4 PAM: CHRM4 positive allosteric modulation | 0.4% of 360,000 active | AID 624126 | P08173 | activation, % at 3 µM | CHO-K1 hM4/Gqi5, Fluo-8 calcium fluorescence, ACh EC20; 0% = ACh EC20, 100% = maximal ACh;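 active means activation above its plate's cutoff, the mean activation of sample wells plus 3 SD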; further: some results filed as inactive read as strong as hits
# Numbers without * were called inactive; / = not tested or not shown.
SMILES	M4 antag	CHRM1 PAM	CHRM5 PAM	CRFR2-BP ag	CHRM4 agonist	M5 antag	CRFBP-R2 block	CHRM5 agonist	M4 PAM
COc1cccc(C(NC(C)=O)c2nc(-c3ccc(F)c(Cl)c3)cs2)c1 (stereo unspecified)	5	5	-3	/	2	3	/	0	1
COc1ccc(-c2csc(/C(C#N)=C\c3ccc(O)c([N+](=O)[O-])c3)n2)cc1OC	3	5	2	-0.6	0	8	50	2	-1
CC(C)NS(=O)(=O)c1ccc(NC(=O)CCc2ccccc2)cc1	-4	7	11	2.4	4	-10	-41	7	21
C=CCOC(=O)C1=C[C@@H](c2ccc(C(F)(F)F)cc2)[C@H](CCCO)[C@@H](OCC)O1	-9	6	8	1.4	3	-1	-17	1	10
CCN(CC)c1ccc(C(=O)OCC(=O)NCC2CCCO2)cc1 (stereo unspecified)	3	0	0	-0.1	1	4	3	0	0
CCOc1cc(/C=N/NC(=O)c2cccs2)ccc1OC(=O)N1CCOCC1	-5	-12	-16	-2.6	16	14	-16	4	-11
c1ccc(N2CCOCCOCCOCCOCC2)cc1	-15	3	4	0.7	1	-8	-7	4	16
CCOc1nsc(OCC)n1	1	9	0	-0.3	0	1	-9	0	-1
CC1CCCC(C)N1CCCNC(=O)Cn1ncc2c3ccccc3n(C)c2c1=O (stereo unspecified)	0	1	6	0.9	0	-2	-14	-5	-1
COc1ccc(C(=O)CC(=O)C(=O)Nc2ccccc2)cc1	-12	3	1	0.3	1	4	9	-5	5
Cc1ccc(-c2cc(C#N)c(=O)n(Cc3c(Cl)cccc3Cl)c2)cc1	7	4	4	-2.7	0	-4	32	2	17
COc1ccc(NC(=O)C2CCCC2)cn1	-11	8	4	2.2	2	-1	4	-4	-1
C/C(CC(=O)Nc1ccc([N+](=O)[O-])cc1)=N/NC(=O)C1CC12CCC2 (stereo unspecified)	6	1	-6	1.2	1	11	3	-3	-7
CCn1c(SC(C)C(=O)Nc2ccc(N3CCOCC3)cc2)nnc1-c1ccco1 (stereo unspecified)	-7	5	1	0.8	1	-8	-5	-2	2
CCOC(=O)c1sc2nc(C)nc(SC(C)C(=O)NC3CC3)c2c1C (stereo unspecified)	-14	13	-2	-0.9	1	10	-2	-1	9
Nc1nc(Cl)nc2c1ncn2C1OC(CO)C(O)C1O (stereo unspecified)	-3	12	1	/	1	4	/	3	5
Cc1c(NC(=O)c2cccc(NC(=O)COc3ccccc3)c2)c(=O)n(-c2ccccc2)n1C	14	-3	-8	0.3	5	7	1	3	3
COc1ccc(C(=O)NCC2(c3ccccc3)CCOCC2)cc1[N+](=O)[O-]	-13	5	-2	-3.8	1	-5	6	1	0
COc1ccccc1CNC(=O)CSCc1cnn(-c2ccccc2)c1-n1cccc1	12	-7	-13	0.4	3	10	25	-4	-15
O=C(O)CN(c1ccccc1F)S(=O)(=O)c1ccccc1	-3	8	1	0.2	0	-2	-1	-2	4

# Some of the entries above in a different format.
# Results follow in this order: M4 antag	CHRM1 PAM	CHRM5 PAM	CRFR2-BP ag	CHRM4 agonist	M5 antag	CRFBP-R2 block	CHRM5 agonist	M4 PAM
CCOc1nsc(OCC)n1
    1	9	0	-0.3	0	1	-9	0	-1
CC1CCCC(C)N1CCCNC(=O)Cn1ncc2c3ccccc3n(C)c2c1=O (stereo unspecified)
    0	1	6	0.9	0	-2	-14	-5	-1

# Next section:
SMILES	M4 antag	CHRM1 PAM	CHRM5 PAM	CRFR2-BP ag	CHRM4 agonist	M5 antag	CRFBP-R2 block	CHRM5 agonist	M4 PAM
COc1ccc(NC(=S)NCC(c2cccnc2)N2CCOCC2)cc1 (stereo unspecified)	1	4	3	0.0	1	10	-4	-2	1
COc1cc(C=O)ccc1OS(=O)(=O)c1ccc(NC(C)=O)cc1	8	2	-8	-0.8	4	3	-2	2	5
CCN(CC)CCN1C(=O)C2C(C(=O)Nc3ccc(C(C)C)cc3)C3C=CC2(O3)C1C(=O)NC1CCCCC1 (stereo unspecified)	-6	17	0	-1.2	3	7	-6	-1	2
COC(=O)c1ccc(C2/C(=C(\O)c3ccc4c(c3)OCCO4)C(=O)C(=O)N2CCCN(C)C)cc1 (stereo unspecified)	-2	-3	0	2.5	0	-1	0	-2	-1
CCCNC(=O)C(Cc1ccc(I)cc1)NC(=O)c1ccc2ccccc2n1 (stereo unspecified)	-5	17	1	2.4	0	10	-5	3	14
O=C(CCc1nc2cccnc2n1Cc1ccccc1)NCCc1ccc(Cl)cc1	-3	5	1	-0.3	5	1	13	-10	0
COc1ccc(-c2csc3nc(-c4ccccc4F)oc(=O)c23)cc1OC	-10	10	5	9.1	-1	-5	-29	1	4
Cn1c(=O)c2cc(S(=O)(=O)NC(Cc3ccccc3)C(=O)NCc3ccco3)ccc2n(C)c1=O (stereo unspecified)	-29	7	-3	-0.5	4	0	-4	-3	5
CCOC(=O)c1cc(NC(=O)Nc2ccc(Br)cc2)c(C)nc1C	-4	-14	-10	0.0	18	12	-7	8	-6
CCNc1nc(NC(C)C)nc(-c2ccncc2)n1	1	3	1	/	0	-5	/	2	-1
N=c1c2c(-c3ccccc3)c(-c3ccccc3)oc2ncn1CCCN1CCOCC1	4	-10	-6	-1.6	4	3	-3	-4	-6
CCCC(=O)Nc1nnc(-c2cccc(OCC)c2)s1	1	2	2	0.8	0	-1	5	-9	5
O=C(NCCN1CCOCC1)c1c(O)nc2sccn2c1=O	0	14	-1	0.1	1	5	-1	3	7
COc1ccccc1S(=O)(=O)CC(O)COc1ccccc1Cl (stereo unspecified)	-5	1	-8	-0.4	7	10	2	-2	-4
CSc1nc2ccsc2c(=O)n1-c1cccnc1	4	10	7	-0.2	0	2	4	-1	-3
O=S(=O)(Nc1ccc2c(c1)OCCO2)c1c(F)cccc1F	6	-2	-7	-0.3	1	14	3	-6	-4
NS(=O)(=O)c1ccc(CCNCc2cccnc2)cc1	-11	9	-3	-0.8	0	6	6	3	4
COc1ccc(CCNC(=O)C(=O)NCc2ccccc2)cc1OC	-2	2	-8	-1.1	1	4	17	-6	5
O=C(O)CCN1CC2([N+](=O)[O-])C=CC(=O)C([N+](=O)[O-])(C1)C2CC(=O)c1ccccc1 (stereo unspecified)	-1	1	-2	-2.3	2	3	16	-1	7
CN(C)C(=O)N1CCC(C(=O)NCc2cccs2)CC1	3	5	1	-1.1	1	4	13	1	2
Cc1ccc(N=Cc2nc(/C=C/c3cccc([N+](=O)[O-])c3)oc2O)cc1	6	5	-8	-1.0	1	4	-12	2	-6
Cc1ccc(S(=O)(=O)N(C)CC(=O)Nc2ccccc2N2CCCC2)cc1	-3	0	-4	-0.9	6	4	2	-3	12
COc1ccc(C(=O)Cn2c(Br)nc3c2c(=O)n(C)c(=O)n3C)cc1	4	5	2	2.1	1	-3	26	6	15
O=C(NN=Cc1cccc2ccccc12)C(=O)NN=Cc1cccc2ccccc12	-10	5	8	-0.6	1	6	-4	3	2
COC(=O)C1=C(C)N(c2cc(Cl)cc(Cl)c2)C(=O)C1	4	15	13	-0.3	1	1	-6	-7	9
Cc1ccc(C(=O)NCCNC(=O)COc2ccc(C)c(C)c2)cn1	-10	22	-2	-0.7	2	24	-3	-3	0
O=C(c1cccc(Cl)c1Cl)N1CCN(c2ccccn2)CC1	6	8	0	-1.0	1	2	-26	1	-2
CCOC(=O)C1=C2N(C)c3ccccc3N2CCC1=O	-3	3	6	-0.1	1	-4	-2	-3	10
O=S(=O)(c1cccnc1)N1CCCC(Nc2ccc(F)c(F)c2)C1 (stereo unspecified)	-2	11	-3	1.5	3	-1	-8	0	2
CCN(CC)S(=O)(=O)c1ccc2c(c1)oc(=O)n2CC(=O)N(C)C1CCCCC1	2	12	5	1.0	1	1	-5	-7	5
Cc1cc2n(n1)SC(Nc1ccc(F)cc1)N2 (stereo unspecified)	-2	10	-1	-0.3	1	-2	-8	0	7
CC(O)CCC(=O)NNC1CC(=O)N(c2ccccc2)C1=O (stereo unspecified)	1	8	2	-1.1	1	-10	-3	0	-1
CCN(CC)CCn1c(-c2ccccc2)nc(=S)c2c1CC(C)(C)OC2	-6	-2	-1	3.0	0	2	-5	-3	11
N#CCCn1cc(C(=O)N2CCCCC2)c(-c2cccc([N+](=O)[O-])c2)n1	4	3	3	-0.1	0	9	7	4	0
O=C(/C=C/[C@H]1O[C@@H](n2ccc(=O)[nH]c2=O)[C@H](O)[C@@H]1O)NCCN1CCCCC1	-1	9	-2	/	1	4	/	3	13
Nc1nc(-c2ccc(Br)cc2)cc(C(F)(F)F)n1	-5	-8	-16	-1.3	-1	0	-5	-7	3

# In the list so far, 12 have an aryl methoxy group:
SMILES	M4 antag	CHRM1 PAM	CHRM5 PAM	CRFR2-BP ag	CHRM4 agonist	M5 antag	CRFBP-R2 block	CHRM5 agonist	M4 PAM
COc1cccc(C(NC(C)=O)c2nc(-c3ccc(F)c(Cl)c3)cs2)c1 (stereo unspecified)	5	5	-3	/	2	3	/	0	1
COc1ccc(-c2csc(/C(C#N)=C\c3ccc(O)c([N+](=O)[O-])c3)n2)cc1OC	3	5	2	-0.6	0	8	50	2	-1
COc1ccc(C(=O)CC(=O)C(=O)Nc2ccccc2)cc1	-12	3	1	0.3	1	4	9	-5	5
COc1ccc(NC(=O)C2CCCC2)cn1	-11	8	4	2.2	2	-1	4	-4	-1
COc1ccc(C(=O)NCC2(c3ccccc3)CCOCC2)cc1[N+](=O)[O-]	-13	5	-2	-3.8	1	-5	6	1	0
COc1ccccc1CNC(=O)CSCc1cnn(-c2ccccc2)c1-n1cccc1	12	-7	-13	0.4	3	10	25	-4	-15
COc1ccc(NC(=S)NCC(c2cccnc2)N2CCOCC2)cc1 (stereo unspecified)	1	4	3	0.0	1	10	-4	-2	1
COc1cc(C=O)ccc1OS(=O)(=O)c1ccc(NC(C)=O)cc1	8	2	-8	-0.8	4	3	-2	2	5
COc1ccc(-c2csc3nc(-c4ccccc4F)oc(=O)c23)cc1OC	-10	10	5	9.1	-1	-5	-29	1	4
COc1ccccc1S(=O)(=O)CC(O)COc1ccccc1Cl (stereo unspecified)	-5	1	-8	-0.4	7	10	2	-2	-4
COc1ccc(CCNC(=O)C(=O)NCc2ccccc2)cc1OC	-2	2	-8	-1.1	1	4	17	-6	5
COc1ccc(C(=O)Cn2c(Br)nc3c2c(=O)n(C)c(=O)n3C)cc1	4	5	2	2.1	1	-3	26	6	15
